NSD2 inh = blocks human histone methyltransferase NSD2. AID 743445. 310,000 compounds, 0.54% hits. O96028. inhibition, % at 12.5 µM. NSD2 peptide methylation, AlphaScreen, 120 min; in the data active means inhibition above about 50%
dFosB activator = activators of mouse delta FosB homodimer; P13346; purified delta FosB, TAMRA-CDK5 oligo fluorescence polarization; percent of positive-control signal above neutral wells; activation, % at 25 µM; 340,000 compounds, 0.99% hits; AID 493131;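 active means mean activation above about 17%, with every replicate also reaching it, limit read from the data, passing the limit was not always enough; inconclusive means only one of the two conditions met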;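 further: fluorescence polarization rise as delta FosB binds a TAMRA Cdk5 AP-1 oligo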
Target sequence (P13346 whole entry, looked up): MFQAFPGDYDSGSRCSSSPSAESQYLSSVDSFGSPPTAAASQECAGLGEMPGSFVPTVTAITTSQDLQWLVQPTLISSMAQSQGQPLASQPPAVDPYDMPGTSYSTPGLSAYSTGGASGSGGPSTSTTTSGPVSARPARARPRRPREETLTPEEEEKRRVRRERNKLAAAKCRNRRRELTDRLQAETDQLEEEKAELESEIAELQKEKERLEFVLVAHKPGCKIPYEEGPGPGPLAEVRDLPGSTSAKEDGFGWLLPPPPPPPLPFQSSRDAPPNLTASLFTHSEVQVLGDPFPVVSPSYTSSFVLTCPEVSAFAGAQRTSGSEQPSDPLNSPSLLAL
SR-BI HDL uptake = mouse SR-BI HDL lipid transfer inhibition; Q61009; ldlA[mSR-BI] CHO cells, DiI-HDL uptake fluorescence, 3 h; inhibition, % at 12.5 µM; 320,000 compounds, 0.96% hits; AID 488896;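 active means mean replicate inhibition of at least 70% and a set share of replicates each scoring 70 or more; inconclusive means meets just one of the two criteria; inactive means fails both criteria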;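 further: 0% = median of neutral control wells and 100% = median of positive control wells; values of inactives mirror those of a sister screen read the other way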
MITF act = MITF TRPM1 promoter activation in melanoma cells; SK-MEL-5 TRPM1-promoter luciferase, 24 h; % of positive control, neutral wells = 0; activation, % at 12.5 µM; 300,000 compounds, 0.75% hits;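 active means mean activation of at least 80% with every replicate also reaching 80%; inconclusive means mean reaches 80% but some replicate falls short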;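 further: 0% = neutral control wells and 100% = parthenolide positive control wells; values of inactives mirror those of a sister screen read the other way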
PKA-R1A activ = activators of PKA-R1A complex. P00514+P68181. PKA-R1A dissociation, Cy5-IP20 fluorescence polarization; scaled: DMSO 0%, 113 µM cGMP 100%. activation, % at 11.4 µM. 340,000 compounds, 0.083% hits;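 active means percent activation above the mean of all tested compounds plus 3 SD, cut at about 19% in these data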;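 further: higher means more PKAc released from R1A so a rise in polarization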
Pemphigus Ab inh = human desmoglein-3 autoantibody binding inhibition; DSG3-coupled beads, scFv-anti-DSG3-GFP binding, flow cytometry; stronger effect = lower value; binding (percent of control), % at 10 µM; 310,000 compounds, 0.48% hits;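 active means binding more than 3 SD below its plate's average and above zero; inconclusive means below that plate limit but binding exactly zero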;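 further: hits lower antibody fragment binding to DSG3; some compounds called inactive have numbers as strong as hits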
SR-BI uptake up = activators of SR-BI mediated HDL lipid uptake; CHO ldlA[mSR-BI] cells, DiI-HDL uptake fluorescence, 3 h; 100 = double the neutral-control signal; 320,000 compounds, 0.096% hits; activation, % at 12.5 µM;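 active means mean replicate activation of at least 60% and every replicate at or above 60%; inconclusive means mean or all-replicate condition met, but not both; inactive means mean below 60% and not all replicates reaching 60%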;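 further: 0% = median plate neutral-control signal and 100% = twice that signal; values of inactives mirror those of a sister screen read the other way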
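Material: SR-BI-overexpressing, LDLR-lacking CHO cells; schedule: compound exposure 3 h, 37 °C; reagent: DiI-labelled HDL at 10 µg/mL final; technique: bottom-read fluorescence, 550/595 nm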
Arrestin-AP2 inh = human beta-arrestin and AP2 interaction inhibition; AID 504490; 340,000 compounds, 0.31% hits; inhibition, % at 10 µM; FITC-arrestin peptide / GST-AP2 beads, flow cytometry; AP2 beta2 appendage carries R879A mutation;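 active means inhibition above a set limit, near 3 SD of compounds lacking own fluorescence, cut at about 54% in these data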;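 further: plate controls were DMSO wells for no effect and 5 µM unlabelled arrestin peptide for full effect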
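Material – GST-tagged AP2 beta2-adaptin appendage (R879A) on 4 µm glutathione beads · Probe or stimulus – fluorescein-tagged arrestin peptide at 50 nM final · Timing – 12 min plus 1 h, RT · Detection – bead flow cytometry, FITC channel · Read-out basis – inhibition as reduced fluorescein signal on beads, percent · Medium – PBS plus Tween 20 (0.05%) and BSA (0.1%)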
PKA-R2B activ = activators of human PKA-R2B complex. 340,000 compounds, 0.079% hits. PKA-R2B holoenzyme dissociation, Cy5-IP20 fluorescence polarization; R2B truncated from residue 108, S112A mutant; 0% DMSO only, 100% 113 µM cGMP. activation, % at 11.4 µM;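 active means activation above a cutoff set at the mean over all compounds plus 3 SD, cut at about 18% in these data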;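 further: higher means more holoenzyme dissociation and a rise in polarization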
Target sequence (P31323 whole entry, looked up, other chains not shown, the tested form may be a part): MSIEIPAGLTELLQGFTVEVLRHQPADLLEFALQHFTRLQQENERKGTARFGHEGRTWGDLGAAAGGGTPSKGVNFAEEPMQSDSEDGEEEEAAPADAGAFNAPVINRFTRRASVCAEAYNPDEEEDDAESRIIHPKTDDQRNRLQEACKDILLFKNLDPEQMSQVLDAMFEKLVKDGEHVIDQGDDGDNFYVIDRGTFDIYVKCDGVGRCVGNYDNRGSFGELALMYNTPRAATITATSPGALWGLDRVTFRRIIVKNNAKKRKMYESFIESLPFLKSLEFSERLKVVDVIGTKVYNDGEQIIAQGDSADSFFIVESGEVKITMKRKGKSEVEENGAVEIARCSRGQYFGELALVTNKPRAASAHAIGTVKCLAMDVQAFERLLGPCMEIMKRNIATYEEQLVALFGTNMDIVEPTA
CDK5 p35 inh = inhibitors of human CDK5/p35 kinase; Q00535+Q15078; Recombinant CDK5/p35, ADP-Glo luminescence, 60 min; inhibition, % at 10 µM; 330,000 compounds, 0.01% hits; AID 488839;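 active means highest replicate inhibition of at least 50% and at least 75% of replicates reaching 50%; inconclusive means only one of the two criteria met; inactive means both criteria failed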;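 further: plate controls were DMSO neutral control for no effect and GW8510 at 10 µM for full effect; many of its hits are not listed in these tables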
SUMO Mot1 rescue = SUMOylation pathway inhibition by Mot1-301 growth rescue. AID 2716. 320,000 compounds, 1% hits. S. cerevisiae Mot1-301 growth rescue, ATP luminescence, 38.5C; percent above DMSO median, 100 means doubled. growth rescue, % at 18.8 µM;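 active means every valid replicate shows activation above 250% relative to neutral control wells; inactive means the rest, any valid replicate at or below 250%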;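 further: OY570 slx delta 5 strain wells were the positive control but not used for scaling; some compounds called inactive have numbers as strong as hits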
Active calls of the source: *.

CCOC(=O)N1CCN(C(=O)c2ccc(N(Cc3ccc(Cl)cc3)S(C)(=O)=O)cc2)CC1 was read as NSD2 inh -8, dFosB activator -1, SR-BI HDL uptake 23, PKA-R1A activ 1, Pemphigus Ab inh 101, SR-BI uptake up -23, Arrestin-AP2 inh 5, PKA-R2B activ -1, CDK5 p35 inh 1.1 and SUMO Mot1 rescue 2.
For S=C1NCCNC(=S)NCCOCCOCCN1 the results were NSD2 inh 4, dFosB activator -7, SR-BI HDL uptake -11, MITF act 0, SR-BI uptake up 11, Arrestin-AP2 inh 0, CDK5 p35 inh 0.5 and SUMO Mot1 rescue 1.
For O=C(COC(=O)c1ccco1)NC1CCCc2ccccc21 (centres undefined) the results were NSD2 inh -1, dFosB activator 6, SR-BI HDL uptake -17, MITF act -3, PKA-R1A activ 1, Pemphigus Ab inh 98, SR-BI uptake up 17, Arrestin-AP2 inh 3, PKA-R2B activ 1, CDK5 p35 inh -1.2 and SUMO Mot1 rescue -9.
COc1ccccc1C(C)NC(=O)c1cc(S(=O)(=O)N2CCCCC2)ccc1C (centres undefined) was read as NSD2 inh 1, dFosB activator -9, SR-BI HDL uptake 1, MITF act -5, PKA-R1A activ 4, Pemphigus Ab inh 98, SR-BI uptake up -1, Arrestin-AP2 inh -6, PKA-R2B activ -7, CDK5 p35 inh -0.1 and SUMO Mot1 rescue -13.
Screening COc1ccc(/C(C)=N/NC(=O)OC(C)(C)C)cc1[N+](=O)[O-] returned NSD2 inh 0, dFosB activator -4, SR-BI HDL uptake 0, PKA-R1A activ -2, SR-BI uptake up 0, Arrestin-AP2 inh -8, PKA-R2B activ -3, CDK5 p35 inh -0.7 and SUMO Mot1 rescue 545.
Screening O=C(CCc1nc2ccccc2[nH]1)Nc1ccccc1F returned dFosB activator 4, SR-BI HDL uptake -2, PKA-R1A activ -6, Pemphigus Ab inh 118, SR-BI uptake up 2, Arrestin-AP2 inh -2, PKA-R2B activ 11, CDK5 p35 inh -7.6 and SUMO Mot1 rescue 1.
Screening CCOc1ccc(CCNC(=O)COC(=O)COc2ccc(Cl)cc2)cc1OCC returned NSD2 inh 0, dFosB activator -8, SR-BI HDL uptake -5, MITF act -1, PKA-R1A activ 0, Pemphigus Ab inh 104, SR-BI uptake up 5, Arrestin-AP2 inh -7, PKA-R2B activ -10, CDK5 p35 inh -7.5 and SUMO Mot1 rescue -5.
For Cc1cc(C(=O)N(C)C2CCCCC2)no1 the results were dFosB activator 6, SR-BI HDL uptake -5, MITF act -1, PKA-R1A activ -6, Pemphigus Ab inh 100, SR-BI uptake up 5, Arrestin-AP2 inh 39, PKA-R2B activ 3, CDK5 p35 inh -0.6 and SUMO Mot1 rescue -1.
Screening CC(C)Oc1cccc(C(=O)C2CCCN(Cc3cnn(C(C)C)c3)C2)c1 (centres undefined) returned NSD2 inh 1, dFosB activator 4, SR-BI HDL uptake -1, MITF act -7, PKA-R1A activ 2, Pemphigus Ab inh 98, SR-BI uptake up 1, Arrestin-AP2 inh 4, PKA-R2B activ -5, CDK5 p35 inh -2.9 and SUMO Mot1 rescue 35.
COc1ccc(NC(C)C(=O)N/N=C/c2ccccc2OCc2cccc(Br)c2)cc1 (centres undefined) was read as NSD2 inh 2, dFosB activator 2, SR-BI HDL uptake 62, MITF act 18, PKA-R1A activ -2, Pemphigus Ab inh 108, SR-BI uptake up -62, Arrestin-AP2 inh 15, PKA-R2B activ -6, CDK5 p35 inh 0.0 and SUMO Mot1 rescue 1.
For COc1ccc(S(=O)(=O)N(CC(=O)NC(C)C)Cc2ccccc2)cc1 the results were NSD2 inh -1, dFosB activator 3, SR-BI HDL uptake -22, MITF act 9, PKA-R1A activ -8, Pemphigus Ab inh 94, SR-BI uptake up 22, Arrestin-AP2 inh 32, PKA-R2B activ -2, CDK5 p35 inh -2.0 and SUMO Mot1 rescue 14.
Screening c1ccc(-c2noc(-c3ccncc3)n2)nc1 returned NSD2 inh 0, dFosB activator -7, SR-BI HDL uptake 8, MITF act 10, PKA-R1A activ -3, Pemphigus Ab inh 124, SR-BI uptake up -8, Arrestin-AP2 inh 0, PKA-R2B activ -1, CDK5 p35 inh 13 and SUMO Mot1 rescue -12.
COc1ccc2c(-c3ccccc3)cc(SCC(=O)N(C)C3CCS(=O)(=O)C3)nc2c1 (centres undefined) was read as NSD2 inh 2, dFosB activator -18, SR-BI HDL uptake 26, MITF act 8, PKA-R1A activ -4, Pemphigus Ab inh 104, SR-BI uptake up -26, Arrestin-AP2 inh 3, PKA-R2B activ -15, CDK5 p35 inh -0.8 and SUMO Mot1 rescue 320.
`COc1ccc(N=[N+]([O-])c2ccc(OC)cc2)cc1` gave NSD2 inh -3, dFosB activator -1, SR-BI HDL uptake -3, MITF act 17, PKA-R1A activ -9, Pemphigus Ab inh 93, SR-BI uptake up 3, Arrestin-AP2 inh -6, PKA-R2B activ 8 and CDK5 p35 inh 1.4.
Screening CCCC1(C(=O)OC)NC(c2ccco2)C2C(=O)N(c3ccc(C)cc3)C(=O)C21 (centres undefined) returned dFosB activator 1, SR-BI HDL uptake -17, MITF act -6, PKA-R1A activ 1, Pemphigus Ab inh 102, SR-BI uptake up 17, Arrestin-AP2 inh 9, PKA-R2B activ -2, CDK5 p35 inh 1.4 and SUMO Mot1 rescue 8.
Screening CCOC(=O)c1ccc(N(C(=O)c2cnccn2)C(C(=O)NC2CCCCC2)c2cn(C)nc2C)cc1 (centres undefined) returned NSD2 inh 0, dFosB activator 3, SR-BI HDL uptake -16, PKA-R1A activ -6, Pemphigus Ab inh 96, SR-BI uptake up 16, Arrestin-AP2 inh 10, PKA-R2B activ -3, CDK5 p35 inh -1.1 and SUMO Mot1 rescue 570.
CC(=O)N1CCc2cc(S(=O)(=O)CCC(=O)NCCc3ccc(C)cc3)ccc21 was read as NSD2 inh 0, dFosB activator -12, SR-BI HDL uptake -15, MITF act -12, PKA-R1A activ 0, SR-BI uptake up 15, Arrestin-AP2 inh 7, PKA-R2B activ -5, CDK5 p35 inh -0.1 and SUMO Mot1 rescue 183.
`COc1ccc(C(=O)Nc2nnc(S(=O)(=O)N3CCCCCC3)s2)cc1OC` gave dFosB activator -4, MITF act -5, PKA-R1A activ -5, Pemphigus Ab inh 104, Arrestin-AP2 inh -1, PKA-R2B activ 6, CDK5 p35 inh 0.7 and SUMO Mot1 rescue 6.
For COc1ccccc1-n1c(C)cc(C=O)c1C the results were NSD2 inh 6, dFosB activator 5, SR-BI HDL uptake -4, PKA-R1A activ 5, Pemphigus Ab inh 102, SR-BI uptake up 4, Arrestin-AP2 inh 2, PKA-R2B activ 7, CDK5 p35 inh -1.4 and SUMO Mot1 rescue 3.
`CCNc1nc(NCC)n2c(SC(C(=O)Nc3cc(Cl)cc(Cl)c3)c3ccccc3)nnc2n1` (centres undefined) gave NSD2 inh -1, dFosB activator 4, SR-BI HDL uptake 26, MITF act -1, PKA-R1A activ 1, Pemphigus Ab inh 106, SR-BI uptake up -26, Arrestin-AP2 inh 3, PKA-R2B activ -3, CDK5 p35 inh -0.4 and SUMO Mot1 rescue 9.
Screening COc1ccc(NC(=O)c2cc(-c3ccco3)on2)c(OC)c1 returned NSD2 inh -2, dFosB activator -10, SR-BI HDL uptake 10, MITF act 2, PKA-R1A activ -10, Pemphigus Ab inh 105, SR-BI uptake up -10, Arrestin-AP2 inh 0, PKA-R2B activ -5, CDK5 p35 inh -1.4 and SUMO Mot1 rescue -4.
For O=C1CC(Sc2ncccc2C(=O)O)C(=O)N1 (centres undefined) the results were dFosB activator -11, SR-BI HDL uptake -11, MITF act 3, PKA-R1A activ -11, Pemphigus Ab inh 109, SR-BI uptake up 11, Arrestin-AP2 inh 1, PKA-R2B activ 6, CDK5 p35 inh 1.7 and SUMO Mot1 rescue 4.
COc1cc(CNC(C)C23CC4CC(CC(C4)C2)C3)cc(OC)c1OC (centres undefined) was read as NSD2 inh 2, dFosB activator -1, SR-BI HDL uptake -13, MITF act 1, PKA-R1A activ 0, Pemphigus Ab inh 97, SR-BI uptake up 13, Arrestin-AP2 inh 35, PKA-R2B activ 3, CDK5 p35 inh 1.0 and SUMO Mot1 rescue -27.
Cc1ccccc1/C=N/n1c(-c2cc(-c3ccccc3)n[nH]2)n[nH]c1=S was read as NSD2 inh 3, dFosB activator -9, MITF act 5, PKA-R1A activ 2, Pemphigus Ab inh 102, Arrestin-AP2 inh 5, PKA-R2B activ -9, CDK5 p35 inh 2.2 and SUMO Mot1 rescue -6.
For Cc1nc2c(ccc3nc(NC(=O)c4ccc5c(c4)OCCO5)sc32)s1 the results were NSD2 inh -1, dFosB activator inconclusive, SR-BI HDL uptake 75*, MITF act 5, PKA-R1A activ -9, Pemphigus Ab inh 91, SR-BI uptake up -75, Arrestin-AP2 inh 3, PKA-R2B activ 2, CDK5 p35 inh 1.8 and SUMO Mot1 rescue 14.
`Cc1cc[n+](-c2[nH]c(=O)sc2/C=N/NC([S-])=Nc2ccccc2)cc1C` gave NSD2 inh 3, dFosB activator -1, SR-BI HDL uptake -17, MITF act 10, PKA-R1A activ -2, Pemphigus Ab inh 111, SR-BI uptake up 17, Arrestin-AP2 inh 6, PKA-R2B activ 2, CDK5 p35 inh 1.0 and SUMO Mot1 rescue 10.

Reprinted from above for reference:
COc1cc(CNC(C)C23CC4CC(CC(C4)C2)C3)cc(OC)c1OC (centres undefined) was read as NSD2 inh 2, dFosB activator -1, SR-BI HDL uptake -13, MITF act 1, PKA-R1A activ 0, Pemphigus Ab inh 97, SR-BI uptake up 13, Arrestin-AP2 inh 35, PKA-R2B activ 3, CDK5 p35 inh 1.0 and SUMO Mot1 rescue -27.
Cc1ccccc1/C=N/n1c(-c2cc(-c3ccccc3)n[nH]2)n[nH]c1=S was read as NSD2 inh 3, dFosB activator -9, MITF act 5, PKA-R1A activ 2, Pemphigus Ab inh 102, Arrestin-AP2 inh 5, PKA-R2B activ -9, CDK5 p35 inh 2.2 and SUMO Mot1 rescue -6.
